# Source: PubChem
# GalR3 antag = blocks the human galanin receptor 3. O60755. HEK293 GalR3-CNG cAMP membrane potential fluorescence; galR3 body fused to GalR1 C-terminus. inhibition, % at 3 µM. 360,000 compounds, 0.44% hits. AID 651719;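 active = inhibition above the screen-wide average plus 3 SD, cut at about 13% in these data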;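 note: forskolin and galanin both at EC90 stimulate the cells; cAMP rise reported by CNG channel membrane potential dye signal; 0% = forskolin plus galanin with DMSO and 100% = forskolin alone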
# pCIP destab = compounds decreasing mouse p/CIP protein stability; decrease of EGFP signal, % at 10 µM; F442A p/CIP-EGFP cells, EGFP fluorescence, 16 h; 290,000 compounds, 0.01% hits;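 active = EGFP signal decrease of at least 30% at 10 µM or well 3 SD below plate mean, unless failing retest; inactive = the rest, including hits failing retest or dose response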; note: some compounds called inactive have numbers as strong as hits; many of its hits are not listed in these tables
# Target sequence (Q05BA5 1-1403): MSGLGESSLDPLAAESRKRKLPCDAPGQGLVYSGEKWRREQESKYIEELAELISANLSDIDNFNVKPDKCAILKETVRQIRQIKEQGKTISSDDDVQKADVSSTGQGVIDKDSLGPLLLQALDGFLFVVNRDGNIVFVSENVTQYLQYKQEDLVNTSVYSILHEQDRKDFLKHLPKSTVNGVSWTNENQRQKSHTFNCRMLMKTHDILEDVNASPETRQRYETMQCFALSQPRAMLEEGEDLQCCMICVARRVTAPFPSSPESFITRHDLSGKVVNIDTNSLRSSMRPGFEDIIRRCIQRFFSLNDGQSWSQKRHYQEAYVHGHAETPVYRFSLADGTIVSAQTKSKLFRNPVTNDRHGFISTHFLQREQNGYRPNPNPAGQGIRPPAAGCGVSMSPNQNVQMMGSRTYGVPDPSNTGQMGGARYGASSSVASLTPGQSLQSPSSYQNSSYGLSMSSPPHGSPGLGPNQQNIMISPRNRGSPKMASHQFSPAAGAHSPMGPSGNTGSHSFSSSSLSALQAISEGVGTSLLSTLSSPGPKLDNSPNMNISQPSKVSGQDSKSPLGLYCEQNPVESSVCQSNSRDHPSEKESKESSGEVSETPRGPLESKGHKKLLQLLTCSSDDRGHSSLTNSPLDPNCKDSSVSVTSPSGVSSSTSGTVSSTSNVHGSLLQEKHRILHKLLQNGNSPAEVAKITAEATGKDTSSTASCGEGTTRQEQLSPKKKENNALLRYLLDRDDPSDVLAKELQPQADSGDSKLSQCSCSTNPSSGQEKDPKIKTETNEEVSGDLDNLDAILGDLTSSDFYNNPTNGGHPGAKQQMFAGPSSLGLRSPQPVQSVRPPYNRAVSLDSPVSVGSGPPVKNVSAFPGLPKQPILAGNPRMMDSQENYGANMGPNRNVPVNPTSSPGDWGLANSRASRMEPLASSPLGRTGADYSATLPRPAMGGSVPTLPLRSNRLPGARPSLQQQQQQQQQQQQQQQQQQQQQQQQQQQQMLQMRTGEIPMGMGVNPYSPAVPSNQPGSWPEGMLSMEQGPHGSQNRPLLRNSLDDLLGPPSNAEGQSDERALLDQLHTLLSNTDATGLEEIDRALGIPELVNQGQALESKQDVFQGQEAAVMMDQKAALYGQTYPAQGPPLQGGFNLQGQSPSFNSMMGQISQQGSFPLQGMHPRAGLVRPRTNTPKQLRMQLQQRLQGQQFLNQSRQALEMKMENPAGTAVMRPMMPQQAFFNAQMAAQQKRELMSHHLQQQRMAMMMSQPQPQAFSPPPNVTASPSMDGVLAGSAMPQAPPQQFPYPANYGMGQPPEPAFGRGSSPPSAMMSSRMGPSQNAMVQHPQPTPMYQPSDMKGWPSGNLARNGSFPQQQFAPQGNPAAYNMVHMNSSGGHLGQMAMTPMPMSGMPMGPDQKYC
# CRFBP-R2 agonist = CRF-BP/CRF-R2 complex agonism | activation, % at 13.2 µM | AID 588473 | HEK293 CRF-R2/CRF-BP, calcium dye fluorescence (FLIPR); percent of saturating CRF peptide response | 350,000 compounds, 0.46% hits;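 active = activation of at least 50%, plus an integration ratio under a set limit after plate pattern correction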;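 note: plate controls were neutral control wells without compound for no effect and CRF at EC100 for full effect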
# M4 PAM = potentiates acetylcholine response at human M4 receptor | 360,000 compounds, 0.4% hits | AID 624126 | activation, % at 3 µM | P08173 | CHO-K1 hM4/Gqi5, Fluo-8 calcium fluorescence, ACh EC20; 0% = ACh EC20, 100% = maximal ACh;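 active = activation above its plate's cutoff, the mean activation of sample wells plus 3 SD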; note: some results filed as inactive read as strong as hits
# MEKK3 PB1 HTS = MEKK3-MEK5 PB1 interaction, increase or decrease; bead-based flow cytometry, Alexa488-MEK5 binding to MEKK3; actives lie on both sides; 0 = blocked by unlabeled MEK5, 100 = vehicle; binding response (% of control), % at 10 µM; 290,000 compounds, 1.4% hits; Q99759;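 active = binding response more than 3 SD above or below the average of its plate-row segment, actives on both sides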;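 note: Alexa488 bead fluorescence after subtracting the streptavidin-only scavenger bead signal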
# IDE inh = cellular human IDE inhibition | inhibition, % at 5.59 µM | 320,000 compounds, 0.41% hits | AID 434962 | HEK cells, FAbetaB cleavage, fluorescence polarization;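 active = percent inhibition above the average of all tested compounds plus 3 SD, set per screening campaign, cut at about 16% in these data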;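 note: IDE supplied by intact live HEK cells; FP after avidin binding of uncleaved biotin substrate so inhibition keeps polarization high; 0% = DMSO wells and 100% = 60 µM reference IDE inhibitor Ii1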
# IDE cell activ = activators of human insulin-degrading enzyme in cells | activation, % at 5.96 µM | AID 493087 | 340,000 compounds, 0.073% hits | P14735 | HEK cells, FAbeta-B cleavage, fluorescence polarization; 0% vehicle, 100% cell-free pure enzyme wells;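 active = activation above the mean of all tested compounds plus 3 SD, set per screening campaign, cut at about 17% in these data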
# PHOSPHO1 block = blocks human PHOSPHO1 phosphatase activity; AID 1565; recombinant PHOSPHO1, absorbance phosphatase assay; Q8TCT1; 290,000 compounds, 1.1% hits; inhibition, % at 13.3 µM; in the data active = inhibition above about 60%
# CRFR2-BP antag = blocks CRF-induced signaling of the CRF-BP/CRF-R2 complex | HEK293 CRF-R2/CRF-BP, CRF-induced calcium fluorescence | inhibition, % at 11.8 µM | 350,000 compounds, 0.59% hits;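 active = inhibition of the ligand-induced calcium signal above about 50% at the single tested concentration, limit read from the data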
# The depositor's hits bear a star; . = not tested or not shown.
SMILES,GalR3 antag,pCIP destab,CRFBP-R2 agonist,M4 PAM,MEKK3 PB1 HTS,IDE inh,IDE cell activ,PHOSPHO1 block,CRFR2-BP antag
CCN(CC)C(=O)C(=O)c1ccn(-c2c(C)csc2C(=O)OC)c1,-7,-14,-1.9,5,79,-1,4,29,6
O=C(CSc1nccn1-c1cccc(Cl)c1)NO,12,9,4.3,11,100,-3,3,-23,14
CN(C(=O)c1ccc2c(=O)n3c(nc2c1)CCCCC3)c1ccccc1,1,-61,0.5,5,102,0,2,-8,-10
O=C(Nc1ccc2c(c1)CCC2)C1CCCN(c2ncccn2)C1 (centres undefined),-8,1,1.3,6,109,4,0,9,6
O=C(O)C1CC=CCC1C(=O)N1CCN(c2nc(-c3ccccc3Cl)c3cc(Br)ccc3n2)CC1 (centres undefined),-7,-31,20,-14,.,-4,3,5,-8
CCOC(=O)C1(CCCc2ccccc2)CCN(C(=O)CCc2cnccn2)CC1,-3,-12,-0.5,-4,102,5,-4,24,4
O=C1NCCN(C(=O)CCc2nnc(-c3ccsc3)o2)C1c1ccc(F)cc1 (centres undefined),5,1,-0.1,6,102,-2,3,26,0
COc1ccc(NC(=O)N2CC(C)OC(C)C2)cc1OC (centres undefined),2,0,0.1,-1,102,5,5,-38,0
O=S(=O)(c1cc(F)ccc1F)N1CCN2CCCC2C1 (centres undefined),-8,-3,-2.3,2,101,2,7,30,12
Cc1ccc(C(C)C)cc1OCCn1cncn1,-9,5,-3.0,-6,99,3,6,29,23
O=C(NC(=S)NNC(=O)c1ccco1)c1ccccc1,1,-3,-0.6,6,101,-10,2,-146,9
COc1ccc(C(=O)NC(=O)NC2(C(Cl)(Cl)Cl)OCCO2)cc1,-2,4,2.1,-4,105,3,0,0,-2
CCCCN(C(=O)c1cccc(-n2cccc2)c1)c1c(N)n(Cc2ccccc2)c(=O)[nH]c1=O,-3,.,.,1,.,-5,5,.,.
Cc1ccc(S(=O)(=O)NC(Cc2c[nH]c3ccccc23)C(=O)O)cc1 (centres undefined),-2,.,-0.2,-3,100,2,0,.,9
O=C(NCCOC(=O)C1COc2ccccc2O1)C1COc2ccccc2O1 (centres undefined),-4,-21,-0.5,-1,101,-3,-1,4,1
COc1cccc(C(C)NC(=O)Nc2cccc(C(F)(F)F)c2)c1 (centres undefined),0,-6,3.0,-5,107,4,2,-1,9
N/C(=N\OC(=O)C12CC3CC(CC(C3)C1)C2)c1ccncc1,-6,0,0.6,0,87,3,.,32,-15
CC1=C(C(=O)N(C)C)CC(CC(=O)NCc2ccco2)C(=O)N1Cc1ccccc1 (centres undefined),-4,.,-2.3,11,.,.,.,.,16
COc1cccc2cc(C(=O)NCCc3ccccc3)c(=O)oc12,-11,0,0.9,-2,101,6,1,11,16
CSCC[C@H](NC(=O)N1CCn2c1nc1ccccc12)C(=O)NC1CC1,-7,-16,-2.1,-4,98,6,3,18,-4
CCc1cc2c(=O)c(-c3nc4ccccc4n3C)c(C)oc2c(CN2CCOCC2)c1O,1,-5,2.6,5,106,11,3,-11,5
CCOC(=O)COn1c(=O)c(-c2ccc(OC)cc2)[n+]([O-])c2ccccc21,-9,-9,-0.4,-7,104,2,-1,24,11
COCCn1c(C)cc(C(=O)CSc2ncn[nH]2)c1C,-1,-14,4.2,10,101,4,6,11,-10
CCOC(=O)Cc1csc(NC(=O)CCNS(=O)(=O)c2ccc3c(c2)CCC(=O)N3)n1,-2,1,-1.0,1,107,3,-2,11,-25
CCCC(=O)n1nc(-c2ccco2)nc1N,-2,1,0.3,9,104,-2,5,18,-31

# (more compounds)
SMILES,GalR3 antag,pCIP destab,CRFBP-R2 agonist,M4 PAM,MEKK3 PB1 HTS,IDE inh,IDE cell activ,PHOSPHO1 block,CRFR2-BP antag
Cc1cccc(NC(=O)CNC(=O)COC(=O)C2CC2C)c1C (centres undefined),-3,.,-2.3,3,.,10,0,.,-9
Cc1cc(NC(=O)c2cc(-c3ccc(Br)cc3)on2)no1,-5,0,1.4,-3,108,-1,-1,44,-9
Cc1ccc(S(=O)(=O)N(C)c2ccc(OCC(=O)O)cc2)cc1,1,0,0.9,7,102,1,-5,14,-1
COC(=O)c1c(NC(=O)/C=C/C(=O)O)sc(C)c1-c1ccc(C)cc1,-4,-6,0.8,8,93,-2,1,48,22
CCc1ccccc1N1C(=O)C2CC(C)=C(C)CC2C1=O (centres undefined),-2,-5,-0.2,1,102,2,7,-42,50*
CCc1nonc1NC(=O)c1oc2ccc(F)cc2c1C,2,2,-0.8,2,105,-10,0,30,-5
COc1ccc(CNC(=O)COC(=O)c2n[nH]c3ccccc23)cc1OC,-6,-10,-0.5,-7,102,2,2,24,1
CC(=O)Nc1ccc(N/C=C/C(=O)c2ccccc2)cc1,-9,3,-0.7,-2,93,-3,1,14,13
CCN(CC)C1=NC=CC(c2ccccc2)=CC1C (centres undefined),-4,2,-1.2,-32,102,4,6,-10,-17
CCOc1ccc(-n2cc(-c3ccccc3)c3c(N4CCOCC4)ncnc32)cc1,-3,2,10,-10,103,1,1,35,7
Cc1ccc(C)c(N2CCN(C(=O)CCCN3C(=S)NC(C)(C)CC3C)CC2)c1 (centres undefined),-11,-3,-0.9,-15,105,7,2,-12,12
CCOc1cc(-c2noc(CCC(=O)Nc3cccnc3)n2)ccc1OC,-9,5,0.8,2,97,6,1,24,5
COc1cccc(OC)c1OCC(=O)Nc1ccc(S(=O)(=O)N2CCCC2)cc1,-6,.,0.3,-10,.,-3,-1,.,-6
COc1ccc(-c2nc(=S)[nH][nH]2)cc1OC,-5,-3,0.7,3,107,2,-5,40,8
CN(C)C(=O)CCSc1nnc(-c2ccncc2)o1,-4,-1,-1.2,-1,97,-3,1,-20,4
CC(C)c1ccc(NC(=O)C(c2ccc3c(c2)OCO3)N2CCC3(CC2)OCCO3)cc1 (centres undefined),-4,6,1.3,-2,105,-1,4,28,-7
Cc1ccc(C(=O)C2=C(O)C(=O)N(Cc3cccnc3)C2c2ccc(OC(C)C)cc2)o1 (centres undefined),-4,-23,-0.2,10,85,-3,2,35,0
Cc1ccc(C)c(OCCC(=O)NCCc2ccc(F)cc2)c1,0,-1,-1.6,1,96,0,-1,4,9
CCSc1nc2nc(C)cc(C)n2n1,-6,6,-0.5,-1,104,2,-8,8,4
COc1cc(OC)c2nc(C)c3c(c2c1)N(c1ccc(O)cc1)CC3,-6,-10,-3.8,2,.,3,2,16,40
Cc1ccc(S(=O)(=O)NC(=NCc2ccccc2)c2ccc(F)cc2)cc1,1,-7,1.1,7,106,-3,0,18,-15
COc1ccc(O)c(C(=O)c2cc(C#N)c(=O)n(CC3CCCO3)c2)c1 (centres undefined),0,-11,1.9,2,101,0,1,64*,1

# At a glance, part of the list above.
SMILES,GalR3 antag,pCIP destab,CRFBP-R2 agonist,M4 PAM,MEKK3 PB1 HTS,IDE inh,IDE cell activ,PHOSPHO1 block,CRFR2-BP antag
CCN(CC)C(=O)C(=O)c1ccn(-c2c(C)csc2C(=O)OC)c1,-7,-14,-1.9,5,79,-1,4,29,6
O=C(CSc1nccn1-c1cccc(Cl)c1)NO,12,9,4.3,11,100,-3,3,-23,14
CN(C(=O)c1ccc2c(=O)n3c(nc2c1)CCCCC3)c1ccccc1,1,-61,0.5,5,102,0,2,-8,-10
O=C(Nc1ccc2c(c1)CCC2)C1CCCN(c2ncccn2)C1 (centres undefined),-8,1,1.3,6,109,4,0,9,6

# Gathered by group, the entries above with a thiophene ring, fused or not
SMILES,GalR3 antag,pCIP destab,CRFBP-R2 agonist,M4 PAM,MEKK3 PB1 HTS,IDE inh,IDE cell activ,PHOSPHO1 block,CRFR2-BP antag
CCN(CC)C(=O)C(=O)c1ccn(-c2c(C)csc2C(=O)OC)c1,-7,-14,-1.9,5,79,-1,4,29,6
O=C1NCCN(C(=O)CCc2nnc(-c3ccsc3)o2)C1c1ccc(F)cc1 (centres undefined),5,1,-0.1,6,102,-2,3,26,0
COC(=O)c1c(NC(=O)/C=C/C(=O)O)sc(C)c1-c1ccc(C)cc1,-4,-6,0.8,8,93,-2,1,48,22

# An unsorted share of the library; overall some 4.2% were active at least once.
